RBX1-CUL1 inh: inhibitors of human ROC1-CUL1 ubiquitin ligase activity. in vitro K48 di-Ub FRET, acceptor:donor ratio, 45 min. inhibition, % at 10 µM. 140,000 compounds, 0.6% hits. AID 1347404, 2020; in the data active = inhibition above about 25%
Target sequence (P62877 whole entry, looked up): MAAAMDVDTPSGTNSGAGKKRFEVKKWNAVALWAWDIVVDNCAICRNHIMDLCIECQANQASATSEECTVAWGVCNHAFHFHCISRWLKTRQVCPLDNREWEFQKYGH
Target sequence (Q13616 whole entry, looked up): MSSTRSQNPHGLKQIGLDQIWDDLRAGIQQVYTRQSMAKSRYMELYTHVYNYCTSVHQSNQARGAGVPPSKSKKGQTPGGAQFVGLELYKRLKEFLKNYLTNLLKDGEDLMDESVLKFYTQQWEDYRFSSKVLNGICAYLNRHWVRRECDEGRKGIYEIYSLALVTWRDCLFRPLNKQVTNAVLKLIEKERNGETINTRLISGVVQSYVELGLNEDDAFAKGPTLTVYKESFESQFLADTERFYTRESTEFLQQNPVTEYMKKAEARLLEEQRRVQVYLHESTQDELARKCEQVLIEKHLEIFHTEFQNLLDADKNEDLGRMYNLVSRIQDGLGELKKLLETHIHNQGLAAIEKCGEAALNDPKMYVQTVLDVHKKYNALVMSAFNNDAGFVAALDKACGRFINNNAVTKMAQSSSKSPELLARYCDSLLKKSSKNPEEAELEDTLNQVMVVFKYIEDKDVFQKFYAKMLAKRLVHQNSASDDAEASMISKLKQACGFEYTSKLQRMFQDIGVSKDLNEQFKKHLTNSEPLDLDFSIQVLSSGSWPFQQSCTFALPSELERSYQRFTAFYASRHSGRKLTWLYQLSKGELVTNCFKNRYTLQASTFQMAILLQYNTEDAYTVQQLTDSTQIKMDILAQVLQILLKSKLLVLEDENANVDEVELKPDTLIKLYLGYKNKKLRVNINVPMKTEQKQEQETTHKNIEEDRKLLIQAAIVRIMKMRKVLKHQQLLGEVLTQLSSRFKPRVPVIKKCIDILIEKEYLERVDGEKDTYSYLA
* hit, by the source's call; & = joins results of further samples. Some of the compounds tested. The share of hits here may be higher or lower than overall.

`Cc1sc2ncn(CC(=O)N(C)c3cccc(C(F)(F)F)c3)c(=O)c2c1S(=O)(=O)N1CCN(c2ncccn2)CC1` gave RBX1-CUL1 inh 8.9.
For O=C(CN1CC2(CCCC2)CC1=O)N1CCC(O)(c2ccccc2)CC1 the results were RBX1-CUL1 inh 19.3.
For COc1ccc(N2CCN(C(=O)c3ccc(Nc4nc5ccccc5n5nnnc45)cc3)CC2)cc1 the results were RBX1-CUL1 inh 5.8.
Screening NS(=O)(=O)c1ccc(NC(=S)NNC(=O)C2CC2)cc1 returned RBX1-CUL1 inh -1.7.
`CCOC(=O)C1(Cc2cccc(F)c2)CCN(Cc2ccc(O)c(OC)c2)CC1` gave RBX1-CUL1 inh 0.9.
`Cc1ccccc1-c1nc2scc(-c3ccccc3)c2c(=O)o1` gave RBX1-CUL1 inh -8.5.
O=C(NCCc1nc2ccccc2n1Cc1ccccc1F)c1ccc(F)cc1 was read as RBX1-CUL1 inh -5.0.
Screening COc1ccccc1C1Nc2ccccc2-n2c(-c3ccccc3)c3c(=O)n(C)c(=O)n(C)c3c21 (configuration not stated) returned RBX1-CUL1 inh -1.2.
Screening C=C(C)Cn1c(=S)[nH]c2sc3c(c2c1=O)CC(C)(CC)OC3 (configuration not stated) returned RBX1-CUL1 inh 0.6.
Screening Cc1ccc(-c2noc(CN(C)C(=O)C(C)C)n2)cc1 returned RBX1-CUL1 inh 2.6.
CCc1ccc(-c2cc(C(=O)NN3CCN(C)CC3)c3ccccc3n2)cc1 was read as RBX1-CUL1 inh 0.6.
`CCCN1CCN(C(=O)Nc2cccc(C)c2C)CC1` gave RBX1-CUL1 inh 4.6.
`CCc1ccccc1NS(=O)(=O)c1ccc(Br)s1` gave RBX1-CUL1 inh -2.6.
For COc1ccc(S(=O)(=O)N(C(=O)c2ccccc2)c2ccc3oc(C)c(C(C)=O)c3c2)cc1 the results were RBX1-CUL1 inh 0.0.
Cc1cc(C)cc(NC(=O)CCCn2c(=O)c3cccn3c3ccccc32)c1 was read as RBX1-CUL1 inh 0.6.
For CCn1c2ccccc2c2nnc(SCC(=O)Nc3ncc([N+](=O)[O-])s3)nc21 the results were RBX1-CUL1 inh -2.6.
For COCCCn1c(=N)c(C(=O)NCc2ccco2)cc2c(=O)n3cccc(C)c3nc21 the results were RBX1-CUL1 inh 5.8.
`Cc1nnc(N/N=C/c2cccc(C(F)(F)F)c2)n1N` gave RBX1-CUL1 inh 0.7.
`Cc1ccc(NC(=O)CSc2nnc(C)n3c2cc2sccc23)c(C)c1` gave RBX1-CUL1 inh 4.2.
CCCCn1nc(NC(=O)c2cccc(Cl)c2)c2cc3ccccc3nc21 was read as RBX1-CUL1 inh -4.8.
For Cc1ccc(CN2CCN(C3CCN(C(=O)OC(C)(C)C)CC3)C(=O)C2=O)cc1 the results were RBX1-CUL1 inh -1.5.
CCCOc1ccc(C2c3c(n[nH]c3C)OC(=N)C2C#N)cc1OCC (configuration not stated) was read as RBX1-CUL1 inh -0.1.
`O=C(c1ccccc1)N1CC(O)(c2ccccc2)N(c2ccccc2)C1=S` (configuration not stated) gave RBX1-CUL1 inh -2.9.
Screening Cc1ccccc1CC(=O)NC1CC(C)(C)Cc2nc(N3CCOCC3)ncc21 (configuration not stated) returned RBX1-CUL1 inh -5.1.
CC(C)OC(=O)c1nc(Cl)c(Cl)c(N)c1Cl was read as RBX1-CUL1 inh -0.1.
Screening Cc1cc(C)n2nc(NC(=O)c3ccc(C4CCCN4)s3)cc2n1 (configuration not stated) returned RBX1-CUL1 inh 5.0.
Screening O=C(O)c1cnc2[nH]c(=O)[nH]c(=O)c2c1 returned RBX1-CUL1 inh -8.1.
C=CCN1C(=O)/C(=C/c2cc(C)n(-c3ccc(C(C)C)cc3)c2C)C(=O)NC1=S was read as RBX1-CUL1 inh 7.3.
Cc1ccc2c(c1)sc1nc(-c3cc4ccccc4oc3=O)cn12 was read as RBX1-CUL1 inh 1.1.
For COc1cc2c(cc1OC)CN(CC(O)COC(C)(C)C)CC2 (configuration not stated) the results were RBX1-CUL1 inh 2.1.
`O=C1c2ccccc2C(=O)N1NC(=O)C(F)(F)F` gave RBX1-CUL1 inh -5.0.
`COC(=O)C1=C(C)N=c2s/c(=C/c3ccccc3)c(=O)n2C1c1cc(OC)c(OC)c(OC)c1` (configuration not stated) gave RBX1-CUL1 inh 6.0.
For COC(=O)Cn1cc(CN2CC[C@@H](N3CCOCC3)[C@H](O)C2)c2ccccc21 the results were RBX1-CUL1 inh -5.4.
COc1ccccc1C(c1c(C)[nH]n(-c2ccccc2)c1=O)c1c(C)[nH]n(-c2ccccc2)c1=O was read as RBX1-CUL1 inh 26.8*.
Screening CCN(Cc1nc(-c2ccc(C)cc2)no1)C(=O)C(C)C returned RBX1-CUL1 inh -4.3.
`CCOC(=O)c1c(Sc2nnc(Cc3ccccc3)n2-c2ccccc2)cc(C)nc1C` gave RBX1-CUL1 inh -1.6.
`CN1CCN(C2=Cc3ccccc3Sc3cc(F)ccc32)CC1` gave RBX1-CUL1 inh -9.8.
`CCOc1ccccc1NC(=O)CC(c1ccc(F)cc1)N1Cc2ccccc2C1=O` (configuration not stated) gave RBX1-CUL1 inh 1.7.
O=C1c2[nH]nc(-c3ccccc3O)c2C(c2cccc(O)c2)N1Cc1ccncc1 (configuration not stated) was read as RBX1-CUL1 inh -3.9.
For C[C@H](O)[C@H](O)C1CN=C2N=C(N)NC(=O)C2N1C(=O)c1cccnc1 (some centres not stated) the results were RBX1-CUL1 inh -1.4.
`CN1C(=O)C(Cc2cc(Br)ccc2OCc2ccc(F)cc2)=NC1=S` gave RBX1-CUL1 inh 1.6.
Cc1cccc(NCN2C(=O)S/C(=C/C=C/c3ccccc3)C2=O)c1 was read as RBX1-CUL1 inh 0.1.
CCOC(=O)c1c(C)c(-c2ccccc2)n(CC(=O)NCc2cccc(OC)c2)c1C was read as RBX1-CUL1 inh -5.8.
For CC1CCN(S(=O)(=O)c2ccc(NC(=O)CC(C)(C)C)cc2)CC1 the results were RBX1-CUL1 inh 2.2.
CCOC(=O)c1cc(OC(=O)c2cccc(F)c2)n(-c2ccccc2)n1 was read as RBX1-CUL1 inh -5.0.
Screening COc1ccc(OCC(=O)N=C(S)N2CCOCC2)cc1 returned RBX1-CUL1 inh 8.9.
For Nc1c(C(=O)NCc2cccc(C(F)(F)F)c2)sc2nc(-c3cccs3)ccc12 the results were RBX1-CUL1 inh 5.4.
COc1ccc(OC2CCN(C(=O)Cn3cc(NC(=O)CCc4ccccc4OC)cn3)CC2)cc1 was read as RBX1-CUL1 inh -7.3.
Screening Brc1ccc(-n2nnnc2Cc2nnnn2-c2ccc(Br)cc2)cc1 returned RBX1-CUL1 inh -4.4.
CCCCOc1ccc(/C=C2\N=C(c3ccco3)OC2=O)cc1OCC was read as RBX1-CUL1 inh 0.5.
For COc1ccc(C(=O)C2C(=O)C(=O)N(CCCn3ccnc3)C2c2ccc(Br)cc2)cc1 (configuration not stated) the results were RBX1-CUL1 inh 3.4.
Screening Cc1cn(-c2ccccc2)nc1/C=N/NC(=O)CSc1nnc(-c2ccccc2)n1-c1ccccc1 returned RBX1-CUL1 inh -4.3.
For Cc1ccc2c(c1)N(S(=O)(=O)c1ccc3c(c1)NC(=O)CC(=O)N3)CCO2 the results were RBX1-CUL1 inh -1.6.
For CSc1nc(C(=O)N2CCc3c(cnc(C)c3CNC(=O)CSc3ccccc3)C2)cs1 the results were RBX1-CUL1 inh -2.0.
`CCC(=O)Nc1nnc(S(=O)(=O)N2CCc3ccccc32)s1` gave RBX1-CUL1 inh -1.5.
For O=C(CSc1n[nH]c(-c2ccccc2Cl)n1)NCc1ccc(F)cc1 the results were RBX1-CUL1 inh -4.1.
COc1ccc(-c2nnc(SCC(=O)Nc3cccc(C(F)(F)F)c3)s2)cc1 was read as RBX1-CUL1 inh 0.2.
Screening O=C(N/N=C/c1cccc2c1OCO2)c1ccccc1[N+](=O)[O-] returned RBX1-CUL1 inh 8.1.
For CCOC(=O)NN=C1CCSCC1 the results were RBX1-CUL1 inh -4.7.
Screening Nc1nnnn1CC(=O)N1CCOCC1 returned RBX1-CUL1 inh -4.8.

2 neighbouring entries out of the list so far, for reference:
Screening Brc1ccc(-n2nnnc2Cc2nnnn2-c2ccc(Br)cc2)cc1 returned RBX1-CUL1 inh -4.4.
CCCCOc1ccc(/C=C2\N=C(c3ccco3)OC2=O)cc1OCC was read as RBX1-CUL1 inh 0.5.

Following part:
Screening CCOc1ccc(Br)cc1/C=C1\SC(=Nc2ccc(C)c(Cl)c2)NC1=O returned RBX1-CUL1 inh -5.0.
COc1cc(SC)ccc1C(=O)Nc1cc([N+](=O)[O-])ccc1C was read as RBX1-CUL1 inh -1.7.
`Cc1ccc(C)c(N2CCN(CCCNC(=O)c3cnn(-c4ccccc4)c3C3CCN(C(=O)OC(C)(C)C)CC3)CC2)c1` gave RBX1-CUL1 inh -0.4.
`CO[C@H]1[C@H](NC(=O)CSC)c2ccccc2C12CCN(Cc1ccccc1OC(F)F)CC2` gave RBX1-CUL1 inh -4.5.
`COc1ccccc1CNC(=O)COc1cc(=O)n(C)c2ccccc12` gave RBX1-CUL1 inh -10.3.
COc1cc(NC(=O)Cn2cnc3c2c(=O)n(C)c(=O)n3C)c(OC)cc1Cl was read as RBX1-CUL1 inh -11.2.
CC(C)C(=O)NCc1ccccc1 was read as RBX1-CUL1 inh -3.6.
Screening C=CCN(CC=C)C(=S)Nc1ccc2nc(-c3ccccn3)c(-c3ccccn3)nc2c1 returned RBX1-CUL1 inh -0.1.
`Cc1ccc([N+](=O)[O-])c(OCCSc2nnnn2-c2ccccc2)c1` gave RBX1-CUL1 inh -8.7.
O=C(OCc1ccccc1)C1CCCN1c1nc(-c2ccc(Cl)cc2)cs1 (configuration not stated) was read as RBX1-CUL1 inh -2.4.
For COC(=O)c1ccc(C(=O)OCc2nc3cc4ccccc4cc3[nH]2)cc1 the results were RBX1-CUL1 inh -5.5.
CCc1ccc2nc(N3CCC(C(=O)O)CC3)sc2c1 was read as RBX1-CUL1 inh -0.7.
Cc1cc(NC(=O)CN2C(=O)C(C)(C)c3ccccc32)ccc1Br was read as RBX1-CUL1 inh -8.0.
For COc1ccc(C(=O)/C=C/c2cccs2)c(OC(=O)c2ccco2)c1 the results were RBX1-CUL1 inh 2.7.
For O=C(Cn1ncc2c3ccccc3n(Cc3cccc(Cl)c3)c2c1=O)N1CCCCC1 the results were RBX1-CUL1 inh -5.4.
For Cc1nnc(SCC(=O)N/N=C/c2ccc3c(c2)OCO3)n1-c1ccccc1 the results were RBX1-CUL1 inh -2.1.
For COc1ccc(C(=O)NC2CC2)cc1OC1CCN(Cc2ccc3nonc3c2)CC1 the results were RBX1-CUL1 inh 7.2.
CCC(=O)N1c2ccc(S(=O)(=O)NCCc3ccccc3)cc2CC1C (configuration not stated) was read as RBX1-CUL1 inh -4.5.
For COC(=O)c1ccc(NC(=O)CCn2cnnn2)c(C)c1 the results were RBX1-CUL1 inh -4.8.
Screening CC1C(=NC(=S)NC(=O)c2cccc(I)c2)C(=O)N(c2ccccc2)N1C (configuration not stated) returned RBX1-CUL1 inh 15.8.
`O=C(Cc1ccc(N2CCC(NCc3scnc3-c3ccccc3)CC2)cc1)NCc1ccccn1` gave RBX1-CUL1 inh 11.7.
For O=C(NC1CCCc2nc(N3CCC(CO)CC3)ncc21)c1cccs1 (configuration not stated) the results were RBX1-CUL1 inh -2.9.
For COc1cccc(-n2c(SCc3ccc(F)cc3)nc3c([nH]c4ccccc43)c2=O)c1 the results were RBX1-CUL1 inh -2.6.
CCOC(=O)c1c(-c2ccccc2)oc2ccc(OCC(=O)OC)cc12 was read as RBX1-CUL1 inh 2.6.

6 compounds drawn at random from the list so far, as already listed:
For O=C(Cn1ncc2c3ccccc3n(Cc3cccc(Cl)c3)c2c1=O)N1CCCCC1 the results were RBX1-CUL1 inh -5.4.
`O=C(Cc1ccc(N2CCC(NCc3scnc3-c3ccccc3)CC2)cc1)NCc1ccccn1` gave RBX1-CUL1 inh 11.7.
For COc1ccc(C(=O)NC2CC2)cc1OC1CCN(Cc2ccc3nonc3c2)CC1 the results were RBX1-CUL1 inh 7.2.
For Cc1nnc(SCC(=O)N/N=C/c2ccc3c(c2)OCO3)n1-c1ccccc1 the results were RBX1-CUL1 inh -2.1.
Screening CC1C(=NC(=S)NC(=O)c2cccc(I)c2)C(=O)N(c2ccccc2)N1C (configuration not stated) returned RBX1-CUL1 inh 15.8.
CCOC(=O)c1c(-c2ccccc2)oc2ccc(OCC(=O)OC)cc12 was read as RBX1-CUL1 inh 2.6.

Other entries
`c1ccc(-n2nnnc2NC2CCCCC2)cc1` gave RBX1-CUL1 inh 7.2.
CC(=O)c1cccc(S(=O)(=O)N2CCN(c3ccccc3F)CC2)c1 was read as RBX1-CUL1 inh 8.9.
CC(C)OC(=O)c1nccnc1C(=O)Nc1ccc(OCc2ccc(Cl)cc2)cc1 was read as RBX1-CUL1 inh -3.4.
O=C(/C=C/C(=O)OCC(=O)c1ccc(Br)cc1)Nc1ccccc1 was read as RBX1-CUL1 inh 0.8.
Cn1nnc2c(NCc3ccccc3)ncnc21 was read as RBX1-CUL1 inh 7.9.
For O=C(CSc1nc(-c2ccc(F)cc2)cc(C(F)(F)F)n1)NCCc1ccccc1 the results were RBX1-CUL1 inh 3.7&-1.2.
For CCOC(=O)c1sc2ccccc2c1S(=O)(=O)NCc1ccccc1OC the results were RBX1-CUL1 inh 4.6.
Screening Cc1ccccc1CN1CCC(C2CCN(c3ncccn3)CC2)C1 (configuration not stated) returned RBX1-CUL1 inh 6.5.
Screening Cc1nc(N2CCOCC2)c2ccccc2n1 returned RBX1-CUL1 inh -5.6.
`CC(C)n1cc(C(=O)NCc2cccnc2N(C)C2CCCCC2)cn1` gave RBX1-CUL1 inh 5.6.
Screening N#CC1C(=N)Oc2n[nH]c(-c3ccncc3)c2C1c1cccc(O)c1 (configuration not stated) returned RBX1-CUL1 inh -3.6.
Screening Cc1cc2c(c(=O)o1)C(c1ccccc1F)C(C#N)C(=N)O2 (configuration not stated) returned RBX1-CUL1 inh -5.3.
For CCC(=O)N1CCc2cc(Br)cc(S(=O)(=O)N3CCCC(C(=O)N(C)c4ccc(Br)cc4)C3)c21 (configuration not stated) the results were RBX1-CUL1 inh -2.0.
`COc1cc(SC)ccc1C(=O)Nc1ccc(Cl)c([N+](=O)[O-])c1` gave RBX1-CUL1 inh 6.4.

Source: PubChem BioAssay
